Screening results (PubChem)
TAG inh: reduces triacylglycerol accumulation in H9c2 cells | Nile Red lipid (TAG) fluorescence; cells loaded with 200 µM oleic acid | inhibition, % at 12.5 µM | 230,000 tested, 0.66% active | AID 651582;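 active = pattern-corrected inhibition of lipid staining of at least 50% with the nuclear-stain viability signal not falling by more than 50%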;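 also: 0% = DMSO wells and 100% = triacsin C control wells; some results filed as inactive read as strong as hits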
TAG inh DAPI viability: second read-out of TAG inh, no call of its own (marks repeat the call); DAPI nuclei signal change (viability), lower = more cytotoxic, %;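 whole-well DAPI fluorescence read on a plate reader as a viability signal; minus 50 percent equals half of cells still viable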
An asterisk follows results filed as active. The list is partial, so the mix of outcomes need not match the whole.

For CC(=O)N/C(=C/c1ccc(OS(=O)(=O)c2ccc(C)cc2)cc1)C(=O)Nc1ccc(C(=O)O)cc1 the results were TAG inh -2 and TAG inh DAPI viability 29.
For CC(C)Oc1ccc2c(=O)c(-c3ccccc3)coc2c1 the results were TAG inh -1 and TAG inh DAPI viability -1.
`Cc1ccc(NC(=O)c2nc[nH]c2C(=O)NCc2ccccc2)cc1` gave TAG inh -16 and TAG inh DAPI viability 8.
O=c1cc(-c2ccccc2)c2c(O)cc(O)cc2o1 was read as TAG inh 1 and TAG inh DAPI viability 5.
Screening c1ccc(OCCCc2nc(-c3ccccn3)no2)cc1 returned TAG inh 3 and TAG inh DAPI viability -3.
Screening O=C(CSc1n[nH]c(=O)n1C1CC1)Nc1ccc(F)c(Cl)c1 returned TAG inh 11 and TAG inh DAPI viability -5.
For COc1ccc(/C=N/NC(=S)SC)cc1OC the results were TAG inh -11 and TAG inh DAPI viability 8.
For O=C(CN(CCO)c1ccccc1)Nc1ccc(Cl)c(S(=O)(=O)N2CCOCC2)c1 the results were TAG inh 26 and TAG inh DAPI viability -10.
COc1cccc(C(=O)NCc2cn3ccsc3n2)c1 was read as TAG inh 5 and TAG inh DAPI viability 11.
For CC(=O)Nc1nnc(COc2ccc(Cl)cc2)s1 the results were TAG inh 21 and TAG inh DAPI viability -8.
For O=C(Nc1ccccc1F)c1cc2c(s1)-c1ccccc1S(=O)(=O)C2 the results were TAG inh 1 and TAG inh DAPI viability 4.
Screening O=C(NCC1CCCO1)c1ccc(NS(=O)(=O)c2cccc([N+](=O)[O-])c2)cc1 (stereo not given) returned TAG inh 3 and TAG inh DAPI viability -8.
`COCCN1C(=O)C(=O)/C(=C(/O)c2ccc3c(c2)OCCO3)C1c1ccc(C(=O)OC)cc1` (stereo not given) gave TAG inh 4 and TAG inh DAPI viability -2.
`O=C(NC1CCCC1)C1CCN(C(=O)c2ccc(-c3ccccc3)cc2)CC1` gave TAG inh -2 and TAG inh DAPI viability -12.
For COc1ccccc1NC(=O)COC(=O)Cn1c(C)csc1=O the results were TAG inh 8 and TAG inh DAPI viability -19.
O=C(NC1CCS(=O)(=O)C1)/C(=C\c1ccco1)NC(=O)c1ccccc1 (stereo not given) was read as TAG inh 8 and TAG inh DAPI viability -5.
For CCOC(=O)c1ccc(NC(=O)c2ccc(OC(C)C)c(OC)c2)cc1 the results were TAG inh 0 and TAG inh DAPI viability 7.
For COc1cc(CCC(=O)N2CC(C)OC(C)C2)cc(OC)c1OC (stereo not given) the results were TAG inh 13 and TAG inh DAPI viability 6.
COc1ccc(CCNC(=O)C(=O)NCC2OCCN2S(=O)(=O)c2ccc(C)cc2)cc1OC (stereo not given) was read as TAG inh -6 and TAG inh DAPI viability 6.
Screening Cc1ccc(-n2cc(-c3ccccc3)c3c(N4CCN(C)CC4)ncnc32)cc1 returned TAG inh 15 and TAG inh DAPI viability 3.
`CCN(CC)CCn1c(=N)n(CCO)c2ccccc21` gave TAG inh -3 and TAG inh DAPI viability -2.
`N#CCSc1nc2ccccc2c(=O)n1-c1ccccc1` gave TAG inh -18 and TAG inh DAPI viability 17.
For O=C(NCC1CC1)c1cccc2c(-c3ccc(F)c(F)c3)coc12 the results were TAG inh -14 and TAG inh DAPI viability -2.
`C=CCn1c(SCC(=O)N(CC)C2CCS(=O)(=O)C2)nc2scc(-c3ccccc3)c2c1=O` (stereo not given) gave TAG inh 2 and TAG inh DAPI viability -5.
For C[C@H]1CN([C@@H](C)CO)C(=O)CCCn2cc(nn2)CO[C@@H]1CN(C)S(=O)(=O)c1ccc(Cl)cc1 the results were TAG inh 2 and TAG inh DAPI viability 2.
CCCc1cc(=O)n2[nH]c(NCc3ccc(OC)c(OC)c3)nc2n1 was read as TAG inh -16 and TAG inh DAPI viability -3.
Screening Fc1ccc(Cn2cnc3ccccc32)cc1 returned TAG inh -17 and TAG inh DAPI viability -2.
`N#Cc1c(N)[nH]c2ccc(Sc3ccccc3)cc12` gave TAG inh 54* and TAG inh DAPI viability -33*.
Cc1nc(CC(=O)Nc2nc(-c3ccccc3)cs2)cs1 was read as TAG inh 19 and TAG inh DAPI viability -9.
CN(C)S(=O)(=O)c1cccc(C(=O)N2CCN(S(=O)(=O)c3ccc4c(c3)OCCO4)CC2)c1 was read as TAG inh 3 and TAG inh DAPI viability 3.
Screening CC(NC(=O)c1ccc2c(=O)n3c(nc2c1)CCCCC3)c1ccccc1 (stereo not given) returned TAG inh 3 and TAG inh DAPI viability 1.
`Cc1c(NC(=O)Nc2cccc([N+](=O)[O-])c2)c(=O)n(-c2ccccc2)n1C` gave TAG inh -13 and TAG inh DAPI viability 8.
For CCC[C@H]1CN(Cc2cccnc2)C(=O)[C@@H]1CC(=O)Nc1ccc(Br)cc1 the results were TAG inh -4 and TAG inh DAPI viability -4.
Screening CCOC(=O)N1CCN(C(=O)c2cnn3c(C(F)(F)F)cc(-c4cccs4)nc23)CC1 returned TAG inh 7 and TAG inh DAPI viability -1.
Screening COCCNC(=S)N1CCC(c2nc(-c3ccc(N(C)C)cc3)no2)CC1 returned TAG inh -17 and TAG inh DAPI viability 9.
Screening CC(C)(C)[C@@H]1C=C(C(=O)N2CCN(Cc3ccc4c(c3)OCO4)CC2)O[C@H](OCc2ccc(CO)cc2)C1 returned TAG inh -2 and TAG inh DAPI viability 3.
CCN1CCN(C(=O)c2ccc(-c3nc4ccccc4s3)s2)CC1 was read as TAG inh 1 and TAG inh DAPI viability 50.
CCOc1cc(/C=C2/NC(=O)N(Cc3ccccc3F)C2=O)ccc1O was read as TAG inh 41 and TAG inh DAPI viability -13.
Screening O=C1OC(Cc2ccccc2)(c2ccccc2)c2ccccc21 (stereo not given) returned TAG inh -21 and TAG inh DAPI viability 5.
For OC[C@@H]1CN(Cc2cccs2)C[C@H](n2cnc3c(NC4CCCC4)ncnc32)O1 the results were TAG inh 24 and TAG inh DAPI viability -3.
For COc1ccc(CCNc2oc(Cc3ccccc3)nc2C#N)cc1OC the results were TAG inh 5 and TAG inh DAPI viability -14.
`CCc1noc(C)c1C(=O)OCC(=O)NCc1ccc(Cl)cc1` gave TAG inh -1 and TAG inh DAPI viability -13.
For COCC(C)n1c(SCC(=O)c2cc(C)n(C)c2C)nc2ccccc2c1=O (stereo not given) the results were TAG inh -14 and TAG inh DAPI viability -4.
For Cc1ccc(N/C=C/C(=O)c2ccc(C)cc2)cc1 the results were TAG inh -3 and TAG inh DAPI viability 5.
Screening CN(C)CCCNCCCNC(=O)c1ccccn1 returned TAG inh -6 and TAG inh DAPI viability 14.
For Oc1[nH]c2ccccc2c1N=Nc1nc(Nc2ccccc2)nc(N2CCOCC2)n1 the results were TAG inh 131 and TAG inh DAPI viability -60.
Screening CCCSc1nc2sc3c(c2c(=O)n1CC)CC(C)(C)OC3 returned TAG inh 14 and TAG inh DAPI viability 0.
For O=C(CCC(=O)OCC(=O)c1cccc([N+](=O)[O-])c1)NC1CCCCC1 the results were TAG inh 2 and TAG inh DAPI viability -5.
`O=C(CCN1CCN(CCO)CC1)Nc1ccc(Br)cc1` gave TAG inh 4 and TAG inh DAPI viability 6.
Screening Cn1nc2c3ccccc3n(Cc3ccccc3)c2nc1=S returned TAG inh 8 and TAG inh DAPI viability 1.
`O=C(CC1S/C(=N/N=C2CCCCCC2)NC1=O)Nc1ccc(Br)cc1F` (stereo not given) gave TAG inh -6 and TAG inh DAPI viability 1.
For CCCCc1c(O)nc(SCC(=O)c2ccccc2)n(-c2ccccc2)c1=O the results were TAG inh 6 and TAG inh DAPI viability 2.
Screening CN(C)C(=O)CCc1ccc2c3c([nH]c2c1)[C@]1(C)[C@@H](C(=O)N2CCCCC2)C[C@H](CC(=O)NCCCn2ccnc2)C(=O)N1CC3 returned TAG inh -7 and TAG inh DAPI viability 6.
For COCOCCn1cc(CN2CCS(=O)(=O)N(Cc3ccc(-c4ccc(OC)c(OC)c4)cc3)C(C)C2=O)nn1 (stereo not given) the results were TAG inh 19 and TAG inh DAPI viability -11.
`O=C(CCCCCn1c(=O)[nH]c2ccccc2c1=O)NCCCN1CCN(c2ccccc2F)CC1` gave TAG inh 1 and TAG inh DAPI viability 2.
`CN1C(=O)NC(c2ccc(O)cc2)C2=C1CN(c1ccccc1)C2=O` (stereo not given) gave TAG inh 2 and TAG inh DAPI viability 2.
O=c1c2cn[nH]c2nc(SCc2ccccc2F)n1-c1ccc(Br)cc1 was read as TAG inh 2 and TAG inh DAPI viability 9.
`Cc1cc(SCC(=O)Nc2cccnc2Cl)nc2ccccc12` gave TAG inh 6 and TAG inh DAPI viability -1.
Screening CC(=O)N1N=C(c2ccc(Br)cc2)CC1c1cccc([N+](=O)[O-])c1 (stereo not given) returned TAG inh 2 and TAG inh DAPI viability 4.
Screening C[C@H](CO)N1C[C@H](C)[C@@H](CN(C)C(=O)Nc2ccc3c(c2)OCO3)Oc2ccc(NS(=O)(=O)c3ccc(F)cc3)cc2C1=O returned TAG inh -8 and TAG inh DAPI viability 1.
CC(=O)c1cccc(N(CC(=O)O)S(C)(=O)=O)c1 was read as TAG inh -18 and TAG inh DAPI viability 11.
`COc1ccc(Cl)cc1NC(=O)CN(C)CC(=O)Nc1c(C)n(C)n(-c2ccccc2)c1=O` gave TAG inh 1 and TAG inh DAPI viability -5.
For S=C(NN=Cc1ccccn1)Nc1ccccn1 the results were TAG inh 46 and TAG inh DAPI viability -15.
For COc1cc(OC)c2ccc(=O)oc2c1C(CCN1CCCC(C)C1)c1ccc2c(c1)OCO2 (stereo not given) the results were TAG inh 42 and TAG inh DAPI viability -27.
Screening FC(F)(F)c1cnc(-c2cnc(-c3ccccn3)nc2)c(Cl)c1 returned TAG inh -7 and TAG inh DAPI viability -2.
`CN(C)c1ccc(/C=N/OC(=O)Nc2ccccc2Cl)cc1` gave TAG inh 4 and TAG inh DAPI viability -8.
`Cc1cc(Nc2cc(C)on2)n2ncnc2n1` gave TAG inh -9 and TAG inh DAPI viability 1.
O=C(Nc1cccc(Cl)c1)Nc1ccon1 was read as TAG inh 4 and TAG inh DAPI viability -3.
For O=C(CSc1nc2ccccc2c(=O)n1-c1cccc(C(F)(F)F)c1)NC1CC1 the results were TAG inh -16 and TAG inh DAPI viability 17.
For CN(C)C(=S)Nc1ccc(Cl)cc1 the results were TAG inh 1 and TAG inh DAPI viability -3.
For O=C(c1ccc(Br)o1)N1CCN(C23CC4CC(CC(C4)C2)C3)CC1 the results were TAG inh -1 and TAG inh DAPI viability 1.
For CCc1c(C)sc(NC(=O)C2CC(c3c(F)cccc3Cl)=NO2)c1C#N (stereo not given) the results were TAG inh 13 and TAG inh DAPI viability -12.
`CC(=O)c1cn(CC(=O)Nc2cccc(C)c2C)c2ccccc12` gave TAG inh -19 and TAG inh DAPI viability 5.
`Cc1ccc(NC(=O)COc2ccccc2C(N)=O)cc1S(=O)(=O)N1CCCCCC1` gave TAG inh -37 and TAG inh DAPI viability 13.
CCOC(=O)Cc1csc(NC(=O)c2cc(C)cc(C)c2)n1 was read as TAG inh -15 and TAG inh DAPI viability -8.

By substructure: the entries above containing a Cl atom
Screening O=C(CSc1n[nH]c(=O)n1C1CC1)Nc1ccc(F)c(Cl)c1 returned TAG inh 11 and TAG inh DAPI viability -5.
For O=C(CN(CCO)c1ccccc1)Nc1ccc(Cl)c(S(=O)(=O)N2CCOCC2)c1 the results were TAG inh 26 and TAG inh DAPI viability -10.
For CC(=O)Nc1nnc(COc2ccc(Cl)cc2)s1 the results were TAG inh 21 and TAG inh DAPI viability -8.
For C[C@H]1CN([C@@H](C)CO)C(=O)CCCn2cc(nn2)CO[C@@H]1CN(C)S(=O)(=O)c1ccc(Cl)cc1 the results were TAG inh 2 and TAG inh DAPI viability 2.
`CCc1noc(C)c1C(=O)OCC(=O)NCc1ccc(Cl)cc1` gave TAG inh -1 and TAG inh DAPI viability -13.
`Cc1cc(SCC(=O)Nc2cccnc2Cl)nc2ccccc12` gave TAG inh 6 and TAG inh DAPI viability -1.
`COc1ccc(Cl)cc1NC(=O)CN(C)CC(=O)Nc1c(C)n(C)n(-c2ccccc2)c1=O` gave TAG inh 1 and TAG inh DAPI viability -5.
Screening FC(F)(F)c1cnc(-c2cnc(-c3ccccn3)nc2)c(Cl)c1 returned TAG inh -7 and TAG inh DAPI viability -2.
`CN(C)c1ccc(/C=N/OC(=O)Nc2ccccc2Cl)cc1` gave TAG inh 4 and TAG inh DAPI viability -8.
O=C(Nc1cccc(Cl)c1)Nc1ccon1 was read as TAG inh 4 and TAG inh DAPI viability -3.
For CN(C)C(=S)Nc1ccc(Cl)cc1 the results were TAG inh 1 and TAG inh DAPI viability -3.
For CCc1c(C)sc(NC(=O)C2CC(c3c(F)cccc3Cl)=NO2)c1C#N (stereo not given) the results were TAG inh 13 and TAG inh DAPI viability -12.
